Assay outcomes deposited in PubChem by several laboratories.
Rac1 mut GTP – modulators of GTP binding to human Rac1 activated mutant | GST-Rac1 activated beads, fluorescent GTP binding, flow cytometry; actives lie on both sides; 100% means binding = to untreated wells | percent activity (GTP binding), % at 10 µM | 0.11% of 190,000 active | AID 764;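 active = GTP binding at least 20 percentage points away from the 100% baseline, in either direction, so actives lie on both sides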
Rab7 wt GTP bind – modulators of GTP binding to dog Rab7 wildtype GTPase | GST-Rab7 beads, fluorescent GTP binding, flow cytometry; actives lie on both sides; untreated = 100%, excess cold GTP = 0% | GTP binding activity (percent of control), % at 10 µM | 0.055% of 190,000 active;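 active = fluorescent GTP binding to Rab7 beads changed by at least 20 points from the 100% baseline, either direction, mostly lower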;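 note: median green fluorescence of bound Bodipy-FL-GTP per Rab7 bead population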
ABCB1 block – inhibitors of human ABCB1 transporter, ABCG2 counter-screen | inhibition, % at 6.6 µM | CCRF-Adr cells, JC-1 efflux, flow cytometry | 0.067% of 190,000 active; in the data active = inhibition above about 40%;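 note: 0% = vehicle and 100% = reference inhibitor; higher value means more JC-1 retained so stronger ABCB1 efflux block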
Avidin bead fluor – avidin bead compound fluorescence profile | Avidin beads, compound fluorescence 488/530 nm, flow cytometry; active compounds read high | fluorescence (KMESF) at 10 µM | 0.38% of 220,000 active; in the data active = fluorescence above about 47; note: inactives centre near 10
Pf gametocyte – kills late stage P. falciparum gametocytes. P. falciparum stage V gametocytes, ATP luminescence, 24 h. inhibition, % at 10.9 µM. 0.065% of 150,000 active;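 active = inhibition above the mean plus 3 SD of compounds within the control limits, set per campaign, cut at about 38% in these data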;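 note: 0% = DMSO wells and 100% = medium only without gametocytes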
HRas wt GTP – changes GTP binding to wildtype human HRas | P01112 | GST-Ras wt beads, Bodipy-FL-GTP binding, flow cytometry; actives lie on both sides | GTP binding activity, % at 10 µM | 0.14% of 190,000 active;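 active = GTP binding activity at least 20% away from the 100% baseline, either lowered as inhibitor or raised as activator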;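 note: 0% = unlabeled GTP competition control and 100% = no-compound control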
Target sequence (P01112 whole entry, looked up): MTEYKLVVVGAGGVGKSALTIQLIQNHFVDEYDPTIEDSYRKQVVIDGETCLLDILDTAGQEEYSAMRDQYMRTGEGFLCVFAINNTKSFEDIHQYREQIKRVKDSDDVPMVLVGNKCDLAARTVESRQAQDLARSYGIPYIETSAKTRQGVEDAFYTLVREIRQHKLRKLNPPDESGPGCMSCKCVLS
Rac1 wt GTP bind – human Rac1 wildtype GTP binding, inhibitors and activators; GTP binding activity (% of control), % at 10 µM; GST-Rac1 beads, fluorescent GTP binding, flow cytometry; actives lie on both sides; 0 = cold GTP competed, 100 = untreated; AID 757; 0.27% of 190,000 active;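 active = GTP binding activity at least 20 points away from the 100% control level, either lower or higher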
ABCG2 inh – blocks JC-1 efflux by human ABCG2 transporter; Q9UNQ0; IgMXP3 cells, flow cytometry; inhibition, % at 6.6 µM; 0.1% of 190,000 active; AID 1325;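 active = inhibition above 80%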;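 note: 0% = DMSO and 100% = nicardipine control wells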
Target sequence (Q9UNQ0 whole entry, looked up): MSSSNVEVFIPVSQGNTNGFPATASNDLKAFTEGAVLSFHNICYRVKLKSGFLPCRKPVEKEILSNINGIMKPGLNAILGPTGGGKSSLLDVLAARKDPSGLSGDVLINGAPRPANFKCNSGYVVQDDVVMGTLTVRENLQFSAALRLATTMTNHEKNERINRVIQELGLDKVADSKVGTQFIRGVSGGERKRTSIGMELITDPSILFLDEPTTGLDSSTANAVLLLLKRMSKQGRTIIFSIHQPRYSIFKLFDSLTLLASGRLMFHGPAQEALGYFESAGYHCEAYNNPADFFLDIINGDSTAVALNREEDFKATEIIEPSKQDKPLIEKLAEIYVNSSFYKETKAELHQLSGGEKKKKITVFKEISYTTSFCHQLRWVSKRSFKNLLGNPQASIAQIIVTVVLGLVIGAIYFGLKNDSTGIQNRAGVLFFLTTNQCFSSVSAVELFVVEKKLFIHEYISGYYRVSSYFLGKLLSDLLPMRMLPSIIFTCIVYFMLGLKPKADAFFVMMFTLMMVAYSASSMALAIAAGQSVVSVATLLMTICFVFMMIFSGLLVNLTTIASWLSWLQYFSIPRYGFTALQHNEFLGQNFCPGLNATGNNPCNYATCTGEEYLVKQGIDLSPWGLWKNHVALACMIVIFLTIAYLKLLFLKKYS
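Measure – % inhibition of efflux relative to nicardipine and DMSO · Test system – ABCG2 IgMXP3 and barcoded ABCB1 CCRF-Adr cell mix · Control set – nicardipine as high control, DMSO as low control · Compound – one concentration, 6.6 µM final · Signal – flow cytometry of retained JC-1 fluorescence · Timing – 10 min exposure at 25 °C with rotation, no wash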
GSH bead fluor – GSH bead compound fluorescence profile. GSH beads flow cytometry, compound fluorescence 488/530 nm; active compounds read high. fluorescence (KMESF) at 10 µM. 0.25% of 190,000 active. AID 1776; in the data active = fluorescence above about 89;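 note: glutathione beads carrying GST-tagged Bcl family fusion proteins plus one bare bead set; values are compound well signal with DMSO vehicle wells as background; inactives centre near 16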
Cdc42 wt – changes GTP binding to wildtype human Cdc42. P60953. GST-Cdc42 beads, Bodipy-GTP binding, flow cytometry; actives lie on both sides. percent activity (GTP binding), % at 10 µM. 0.2% of 190,000 active. AID 761;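 active = percent activity GTP binding at least 20 points away from the 100% baseline, either down as inhibitor or up as activator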;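 note: median bead fluorescence of bound Bodipy-FL-GTP at 100 nM; 0% = excess unlabeled GTP control and 100% = no compound control; below 100% means less GTP binding so inhibitor and above means activator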
Target sequence (P60953 whole entry, looked up): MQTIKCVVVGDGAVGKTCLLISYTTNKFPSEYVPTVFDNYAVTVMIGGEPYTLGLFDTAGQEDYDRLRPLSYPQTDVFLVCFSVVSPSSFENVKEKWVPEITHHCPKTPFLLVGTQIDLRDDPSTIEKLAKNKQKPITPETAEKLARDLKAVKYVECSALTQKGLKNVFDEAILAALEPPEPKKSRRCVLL
Rab2 wt GTP – changes GTP binding to wildtype dog Rab2A, up or down | 0.19% of 190,000 active | AID 760 | GTP binding activity, % at 10 µM | GST-Rab2 wt beads, Bodipy-GTP binding, flow cytometry | P61105;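 active = GTP binding activity at least 20 points away from 100%, either lowered or raised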;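 note: 0% = beads with excess unlabeled GTP and 100% = no-compound control corrected for plate trend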
Numbers without * were called inactive; / = not tested or not shown. Compounds were not picked by outcome; any-hit rate near 1.1%.

Under each structure – Rac1 mut GTP | Rab7 wt GTP bind | ABCB1 block | Avidin bead fluor | Pf gametocyte | HRas wt GTP | Rac1 wt GTP bind | ABCG2 inh | GSH bead fluor | Cdc42 wt | Rab2 wt GTP
Cc1nn(Cc2ccccc2Cl)c2sc(C(=O)NCCCn3ccnc3)cc12
→ 94 | 99 | 0.9 | 15 | / | 99 | 99 | 9 | 35 | 97 | 99
CCOC(=O)CC(=O)Nc1cc(Cl)ccc1O
→ 97 | 100 | 0.0 | 5 | -9 | 101 | 98 | 1 | 39 | 98 | 100
COc1ccc(CCNC(=O)COC(=O)CCC(=O)c2ccc(F)cc2)cc1
→ 93 | 99 | 0.1 | 9 | 0 | 96 | 96 | 0 | 17 | 93 | 94
Cc1cccc(OCC(=O)Nc2ccccc2C(=O)N2CCOCC2)c1
→ 100 | 101 | 0.3 | 3 | / | 100 | 104 | -1 | 10 | 101 | 100
C/C(=N/n1cnnc1)c1cccnc1
→ 97 | 103 | 0.7 | 13 | -5 | 101 | 101 | 5 | 8 | 99 | 102
C=CCSc1nnc(NC(=O)c2cccc(S(=O)(=O)N(C)c3ccccc3)c2)s1
→ 96 | 95 | 0.2 | 14 | -46 | 98 | 95 | 1 | 13 | 94 | 99
CCCC(C)NS(=O)(=O)c1ccccc1 (stereo not drawn)
→ 99 | 96 | 0.4 | 6 | / | 99 | 100 | 2 | 6 | 101 | 97
COc1ccc(C2NC(=S)NC3=C2CCc2cc(OC)ccc23)cc1 (stereo not drawn)
→ 98 | 95 | 0.4 | 31 | / | 97 | 97 | 2 | 8 | 98 | 94
CCc1nc2cc([N+](=O)[O-])c([N+](=O)[O-])cc2[nH]1
→ 99 | 103 | 1.6 | 1 | 10 | 100 | 104 | 40 | 5 | 97 | 100
CCOC(=O)c1cc(=O)[nH]c2ccccc12
→ 97 | 103 | 0.6 | 12 | / | 100 | 98 | 2 | 11 | 99 | 100
COc1ccc(Sc2nc(-c3ccccc3)ncc2C(=O)O)cc1
→ 91 | 93 | -0.4 | 10 | -9 | 94 | 96 | 5 | 27 | 90 | 95
COc1cc2nc(SCc3ccc(Cl)cc3Cl)n(Cc3cccs3)c(=N)c2cc1OC
→ 99 | 98 | 0.3 | 5 | -21 | 100 | 100 | 1 | 25 | 100 | 99
CC(NC(=O)CSc1nc2ccccc2c(=O)[nH]1)c1ccccc1 (stereo not drawn)
→ 95 | 98 | 0.1 | 37 | -4 | 97 | 100 | 0 | 24 | 97 | 95
COC(=O)c1cc(NC2c3ccccc3C(=O)N2CCN2CCOCC2)cc(C(=O)OC)c1 (stereo not drawn)
→ 99 | 102 | -2.5 | 8 | / | 101 | 105 | -3 | 26 | 103 | 100
CCOC(=O)c1c(NC(NC(=O)C(C)C)C(Cl)(Cl)Cl)sc2c1CCC2 (stereo not drawn)
→ 98 | 99 | 0.3 | 13 | 16 | 100 | 99 | -1 | 25 | 97 | 96
CCOC(=O)c1oc2nc3c(cc2c1N)COC(C)(C)C3
→ 102 | 103 | 0.1 | 7 | / | 103 | 109 | 3 | 5 | 105 | 101
Cn1cnnc1SCC(=O)Nc1ccc2nc(SCc3cccc4ccccc34)sc2c1
→ 97 | 94 | 13 | 3 | 5 | 96 | 99 | 16 | 35 | 96 | 95
CC1(C)CC(=O)C=C(OC(=O)c2ccc(Cl)cc2)C1
→ 91 | 93 | 0.0 | 39 | / | 93 | 93 | -1 | 9 | 92 | 91
O=C(COc1ccc(Cl)cc1)Nc1nnc(C2=COCCO2)o1
→ 96 | 103 | 0.5 | 13 | / | 97 | 99 | 7 | 9 | 98 | 98
CCC(C)NC(=O)CSc1n[nH]c(-c2cc(Cl)ccc2OC)n1 (stereo not drawn)
→ 100 | 110 | 0.6 | 21 | / | 103 | 103 | 5 | 15 | 101 | 102
Cc1cccc(N2CCN(C(=O)c3cn(C)c(=O)c4c3c3ccccc3n4C)CC2)c1C
→ 99 | 103 | 1.3 | 37 | / | 102 | 101 | 3 | 10 | 102 | 102
COc1cc(OC)cc(-n2nnnc2SCC(=O)N2CCCC2)c1
→ 95 | 98 | 0.6 | 25 | / | 98 | 96 | 1 | 14 | 97 | 97
CCN(CC)C(=O)c1c(Cl)nc(C)c([N+](=O)[O-])c1C
→ 100 | 103 | -0.1 | 9 | 5 | 102 | 102 | 0 | 9 | 102 | 101
CCc1cc2c(=O)c(-c3cnn(-c4ccccc4)c3)c(C)oc2c(CN2CCCCC2)c1O
→ 97 | 100 | 1.8 | 24 | -42 | 101 | 99 | 6 | 9 | 100 | 101
CCOC(=O)N1CCN(C(=O)CSc2nnc(Cn3c(=O)sc4ccccc43)n2C)CC1
→ 100 | 102 | 0.5 | 24 | / | 101 | 103 | 3 | 15 | 103 | 99
Cc1ccc(/C=N/NC(=O)c2csc(C)c2)o1
→ 98 | 96 | -0.7 | 7 | -3 | 100 | 101 | 3 | 66 | 99 | 101
Cc1cc(C)n(-c2nc3ccccc3n3nnnc23)n1
→ 95 | 97 | -0.2 | 10 | 12 | 97 | 98 | 10 | 33 | 97 | 96
COc1cc(/C=C/C(=O)O)cc2c1OCCO2
→ 91 | 104 | 0.0 | 10 | -27 | 94 | 91 | 0 | 15 | 93 | 94
Cc1nonc1NC(=O)CSc1nnc(-c2ccoc2C)n1-c1cccc(Cl)c1
→ 96 | 95 | 0.3 | / | -23 | 99 | 103 | 1 | 18 | 100 | 99
O=C(CSc1nc2ccccc2n1CCc1ccccc1)NC1CC1
→ 100 | 96 | 0.2 | 22 | 13 | 100 | 105 | 4 | 14 | 103 | 97

Random excerpt: 2 compounds from above.
Under each structure – Rac1 mut GTP | Rab7 wt GTP bind | ABCB1 block | Avidin bead fluor | Pf gametocyte | HRas wt GTP | Rac1 wt GTP bind | ABCG2 inh | GSH bead fluor | Cdc42 wt | Rab2 wt GTP
COc1cc2nc(SCc3ccc(Cl)cc3Cl)n(Cc3cccs3)c(=N)c2cc1OC
→ 99 | 98 | 0.3 | 5 | -21 | 100 | 100 | 1 | 25 | 100 | 99
COC(=O)c1cc(NC2c3ccccc3C(=O)N2CCN2CCOCC2)cc(C(=O)OC)c1 (stereo not drawn)
→ 99 | 102 | -2.5 | 8 | / | 101 | 105 | -3 | 26 | 103 | 100

Remaining list, next part
Under each structure – Rac1 mut GTP | Rab7 wt GTP bind | ABCB1 block | Avidin bead fluor | Pf gametocyte | HRas wt GTP | Rac1 wt GTP bind | ABCG2 inh | GSH bead fluor | Cdc42 wt | Rab2 wt GTP
NC(=O)c1c(NC(=O)COC(=O)c2ccc(S(=O)(=O)Nc3ccccc3)cc2)sc2c1CCCC2
→ 95 | 101 | -0.4 | 10 | -5 | 96 | 96 | 0 | 17 | 92 | 97
CC(=O)NS(=O)(=O)c1ccc(NC(=O)c2ccccn2)cc1
→ 95 | 97 | 0.2 | 22 | -22 | 95 | 99 | 3 | 8 | 95 | 96
O=CN1CCN(C(=O)Cc2ccc([N+](=O)[O-])cc2)CC1
→ 102 | 101 | 1.1 | 1 | -3 | 102 | 107 | 4 | 6 | 101 | 100
Cc1noc(C)c1CS(=O)(=O)c1ccc([N+](=O)[O-])cc1
→ 96 | 98 | 0.2 | 9 | 7 | 97 | 96 | 2 | 18 | 97 | 99
CCOC(=O)C1CCN(C(=O)/C=C/c2ccccc2OC)CC1
→ 97 | 105 | 0.1 | 9 | / | 102 | 105 | 0 | 53 | 100 | 100
CC(C)C(=O)Nc1c(-c2cccs2)c(=O)c2ccccc2n1C
→ 97 | 98 | 0.9 | 39 | / | 99 | 100 | 3 | 19 | 99 | 98
CCN1CCCC1CN=Cc1c(O)n(-c2ccccc2)c(=O)c2ccccc12 (stereo not drawn)
→ 95 | 97 | 0.4 | 21 | 0 | 102 | 102 | 1 | 12 | 102 | 95
O=C1c2ccccc2C(O)(Cc2ccccc2)N1c1ccc2c(c1)OCO2 (stereo not drawn)
→ 98 | 101 | 0.5 | 10 | / | 102 | 98 | 2 | 17 | 99 | 102
CCOC(=O)c1c(-c2ccccc2)csc1NC(=O)c1cc2ccccc2oc1=O
→ 100 | 98 | 0.7 | 9 | -18 | 96 | 102 | 29 | 12 | 100 | 97
Cc1c([N+](=O)[O-])c(C(=O)N2CCCC2)nn1C
→ 96 | 99 | 0.6 | 11 | / | 99 | 98 | 5 | 34 | 100 | 97
CCc1nc2ccc(C(=O)Nc3cccc(C(C)=O)c3)cc2nc1CC
→ 98 | 98 | 0.4 | 11 | / | 97 | 100 | 2 | 11 | 101 | 94
CCOC(=O)c1c(-c2ccc(Cl)cc2)cn2ccccc12
→ 95 | 95 | 0.2 | 12 | -41 | 95 | 94 | 2 | 36 | 96 | 94
COc1ccc(C(=O)N2CCCC(CCC(=O)NCc3ccc(F)c(F)c3)C2)cc1F (stereo not drawn)
→ 98 | 103 | 1.4 | 10 | -21 | 100 | 103 | 3 | 26 | 100 | 99
NC(=O)CN1N=C(c2cc(Cl)sc2Cl)CSC1=O
→ 100 | 99 | 0.9 | 16 | / | 104 | 105 | 1 | 16 | 105 | 101
O=C(Cc1ccccc1)Nc1nc2ccccc2s1
→ 97 | 94 | 0.1 | 6 | / | 98 | 99 | 0 | 19 | 97 | 98
CCn1c2ccccc2c2nnc(SCC(=O)Nc3c(C)n(C)n(-c4ccccc4)c3=O)nc21
→ 96 | 100 | 1.2 | 26 | / | 97 | 96 | 26 | 23 | 97 | 97
O=C(NN1C(=O)c2ccccc2NC1c1ccc([N+](=O)[O-])o1)c1ccccc1 (stereo not drawn)
→ 93 | 99 | 1.1 | 6 | / | 97 | 98 | 6 | 22 | 95 | 98
CCOc1ccccc1NC(=O)Cn1c(=O)n(CCC(=O)NC2CCCC2)c(=O)c2ccccc21
→ 95 | 99 | -1.9 | 7 | / | 97 | 100 | -2 | 33 | 96 | 96
Cc1ccc(S(=O)(=O)NC(CCc2ccccc2)CC(=O)C(C)(C)C)cc1 (stereo not drawn)
→ 96 | 102 | 0.9 | 10 | / | 99 | 104 | 1 | 19 | 101 | 99
Cc1ccccc1C(=O)OC1OC(=O)C(Cl)=C1Nc1ccc(C(=O)O)cc1 (stereo not drawn)
→ 93 | 92 | 0.2 | 22 | -14 | 95 | 94 | 0 | 9 | 94 | 92
O=C(c1ccco1)N(CCCN1CCOCC1)c1nc(-c2ccc(Cl)cc2)cs1
→ 100 | 97 | 9.5 | 13 | / | 96 | 97 | 8 | 23 | 97 | 95
COC(=O)c1ccnc(SCC(=O)c2ccccc2)c1
→ 99 | 97 | -0.3 | 6 | -30 | 98 | 101 | 1 | 9 | 98 | 96
C=CCSc1nc(N)c(C#N)c(-c2ccccc2)c1C#N
→ 96 | 99 | 0.7 | 9 | 8 | 95 | 97 | 37 | 40 | 97 | 95
COc1ccc(-c2nnn(Cc3nc(N)nc(N4CCCCC4)n3)n2)cc1
→ 99 | 106 | 1.0 | 10 | 1 | 105 | 106 | 2 | 38 | 103 | 101
Cc1ccc(NC(=O)CN(c2ccc3c(c2)OCO3)S(=O)(=O)c2c(C)n[nH]c2C)cc1
→ 98 | 99 | 0.3 | 21 | / | 102 | 106 | 11 | 15 | 105 | 102
